Bioassay records (PubChem)
RECQ1 helicase: qHTS Assay for Inhibitors of RecQ-Like Dna Helicase 1 (RECQ1); Potency, µM (titrated, usually from 57.3 µM), without a hit: top-dose activity, negative = inhibition, usual class: inhibitors; RECQ1 DNA unwinding, red fluorescence kinetic read; ATP-dependent DNA helicase Q1 (Homo sapiens), P46063; 240,000 compounds, 0.54% hits;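 also: plate controls were vehicle for no effect and no enzyme for full effect; nearly all actives have a fitted effect of over 30% in size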
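RECQ1T1 50 nM; forked duplex (20 bp + 30-nt ss tails) 200 nM, ATP 2 mM final; pH 8.0, 2 mM MgCl2, 2.5 ug/ml poly(dI-dC); 15 min compound preincubation; discontinuous kinetic read over 2 h at RT.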
TR SRC2 fluor cs: Total Fluorescence Counterscreen for Inhibitors of the Interaction of Thyroid Hormone Receptor and Steroid Receptor Coregulator 2. Potency, µM (highest dose often 106 µM), for inactives: at the top dose fluorescence change, negative = quenching. 280,000 compounds, 0.29% hits. TRb/SRC2 Texas Red total fluorescence interference; active = well fitted curve in either direction with a large enough effect; inconclusive = small, poorly fitted or top-dose-only effect
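Flags fluorescent or light-absorbing compounds by total fluorescence, S + 2P, at 555 nm excitation and 632 nm emission. Mixture: 20 nM Texas Red SRC2 peptide, 0.6 uM human TRb LBD, 1 uM T3, 5% DMSO; compound exposure 5 h at ambient temperature.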
Tau ThT inhib: qHTS for Inhibitors of Tau Fibril Formation, Thioflavin T Binding; Microtubule-associated protein tau (Homo sapiens), P10636; recombinant tau K18 P301L, heparin-induced fibrillization, ThT fluorescence; Potency, µM (series often up to 57.4 µM), inactives show top-dose activity, negative = inhibition, usual class: inhibitors; 270,000 compounds, 2.1% hits; AID 1460, 2008; also: nearly all actives have a fitted effect of over 55% in size
Target sequence (P10636 561-689 P618L limits assumed): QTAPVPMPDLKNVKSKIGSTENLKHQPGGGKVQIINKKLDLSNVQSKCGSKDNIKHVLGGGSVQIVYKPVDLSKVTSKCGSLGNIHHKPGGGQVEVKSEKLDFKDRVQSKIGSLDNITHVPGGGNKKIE
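Using a mix of unlabeled (15 uM) and Alexa 594-labeled (0.24 uM) tau K18 P301L, heparin-triggered fibrillization over 6 hr at 37 C was scored by ThT fluorescence.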
L3MBTL1 inh: qHTS Assay for the Inhibitors of L3MBTL1; Lethal(3)malignant brain tumor-like protein 1 (Homo sapiens), Q9Y468; AlphaScreen L3MBTL1–H3K9me1 peptide binding; Potency, µM (series often up to 57.1 µM), for inactives: at the highest dose activity, negative = inhibition, usual class: inhibitors; 230,000 compounds, 0.66% hits; also: nearly all actives have a fitted effect of over 60% in size
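Read-out is AlphaScreen signal from streptavidin donor and nickel chelate acceptor beads (10 ug/mL final each) bridging L3MBTL1 (50 nM) and biotinylated K9-monomethylated H3(1-15) peptide (75 nM), after 30 min compound exposure at room temperature.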
RGS12 GoLoco inh: qHTS Assay for Inhibitors of RGS12 GoLoco Motif Activity (Red Fluorophore) | Gai1:RGS12 GoLoco peptide FP, rhodamine, 10 min | Potency, µM (titrated, usually from 61.6 µM), for inactives: top-dose activity, negative = inhibition, most hits filed as inhibitors | 230,000 compounds, 0.44% hits | AID 880, 2007; active = well fitted inhibition curve with a large enough effect, not every such curve was filed as active; inactive = no such curve, though single readings can be large or run the other way; also: nearly all actives have a fitted effect of over 30% in size; many of its hits are not listed in these tables
Target sequence (P63096 whole entry, looked up): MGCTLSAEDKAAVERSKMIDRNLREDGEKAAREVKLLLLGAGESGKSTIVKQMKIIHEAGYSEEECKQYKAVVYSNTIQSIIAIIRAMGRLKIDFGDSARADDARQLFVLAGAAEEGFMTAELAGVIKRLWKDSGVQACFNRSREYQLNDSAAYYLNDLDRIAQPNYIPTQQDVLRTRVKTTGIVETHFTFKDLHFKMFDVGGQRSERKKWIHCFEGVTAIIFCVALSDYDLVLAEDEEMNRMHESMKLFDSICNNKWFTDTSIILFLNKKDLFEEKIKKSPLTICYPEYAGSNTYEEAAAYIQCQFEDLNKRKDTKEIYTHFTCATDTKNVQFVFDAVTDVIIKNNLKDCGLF
TRb SRC2 PPI: qHTS for Inhibitors of the Interaction of Thyroid Hormone Receptor and Steroid Receptor Coregulator 2. Potency, µM (top dose mostly 106 µM), without a hit: top-dose activity change, negative = inhibition, actives largely listed as inhibitors. AID 1469, 2008. 280,000 compounds, 0.065% hits. TRbeta-SRC2 peptide binding, fluorescence polarization; receptor liganded with 1 µM T3. Thyroid hormone receptor beta (Homo sapiens), P10828;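 also: plate controls were bound peptide for no effect and peptide without receptor for full effect; nearly all actives have a fitted effect of over 50% in size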
Target sequence (P10828 whole entry, looked up): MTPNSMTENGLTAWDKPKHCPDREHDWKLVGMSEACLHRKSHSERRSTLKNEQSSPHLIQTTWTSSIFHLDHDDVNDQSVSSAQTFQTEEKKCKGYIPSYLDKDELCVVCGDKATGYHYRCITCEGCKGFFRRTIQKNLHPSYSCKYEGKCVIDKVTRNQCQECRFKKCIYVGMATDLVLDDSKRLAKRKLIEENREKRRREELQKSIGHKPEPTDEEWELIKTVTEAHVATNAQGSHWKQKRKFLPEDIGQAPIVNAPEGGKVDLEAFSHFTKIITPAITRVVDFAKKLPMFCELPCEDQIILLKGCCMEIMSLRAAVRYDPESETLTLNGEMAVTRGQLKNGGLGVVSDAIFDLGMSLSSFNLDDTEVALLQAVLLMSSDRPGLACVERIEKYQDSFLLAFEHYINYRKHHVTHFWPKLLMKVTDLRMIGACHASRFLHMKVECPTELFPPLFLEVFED
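Read-out is fluorescence polarization (555 nm excitation, 632 nm emission) of a Texas Red SRC2 coactivator peptide; loss of signal reflects blocked binding to human TRb ligand-binding domain in the presence of 1 uM T3.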
JMJD2E inh: qHTS Assay for Inhibitors of Human Jumonji Domain Containing 2E (JMJD2E); Lysine-specific demethylase 4E (Homo sapiens), B2RXH2; JMJD2E catalytic domain, FDH-coupled NADH fluorescence (FDH is formaldehyde dehydrogenase); Potency, µM (highest dose often 57.1 µM), for inactives: top-dose activity change, negative = inhibition, hits mostly inhibitors; 230,000 compounds, 1.6% hits; active = well fitted inhibition curve with a large enough effect, not every such curve was filed as active; inconclusive = small, poorly fitted or top-dose-only effect, or another doubt; inactive = no such curve, though single readings can be large or run the other way;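 also: 0% = wells with enzyme and -100% = buffer wells without enzyme; nearly all actives have a fitted effect of over 50% in size; many of its hits are not listed in these tables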
Tau fibril FP: qHTS for Inhibitors of Tau Fibril Formation, Fluorescence Polarization | K18 P301L tau heparin fibrillization, Alexa594 FP, 6 h | Potency, µM (series often up to 57.7 µM), for the others: at the top dose activity, negative = inhibition, actives largely listed as inhibitors | 280,000 compounds, 0.39% hits | AID 1468, 2008; also: nearly all actives have a fitted effect of over 55% in size
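Read-out: fluorescence polarization of Alexa 594-labeled tau (0.24 uM), 555 nm excitation, 632 nm emission. Mixtures held 15 uM unlabeled K18 P301L, compound and 20 uM heparin, pH 7 acetate buffer, incubated 6 hr at 37 C.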
* hit, by the source's call; i = inactive; ? = inconclusive; / = not tested or not shown; [ ] = dose if it differs, or a comment. Unless noted, calls follow the shape of the dose curve; as a rule, active = well fitted curve in the direction sought with a large enough effect; inconclusive = small, poorly fitted or top-dose-only effect, or another doubt; inactive = no such curve, though single readings can be large; an effect the other way counts as inactive or inconclusive. Unless noted, % is scaled to controls: 0 for no effect and ±100 for the full control effect; potency is read from the fitted curve at half-maximal effect. Some of the compounds tested. The share of hits here may be higher or lower than overall.

Values in the order – RECQ1 helicase, TR SRC2 fluor cs, Tau ThT inhib, L3MBTL1 inh, RGS12 GoLoco inh, TRb SRC2 PPI, JMJD2E inh, Tau fibril FP
> Cc1ccc(NC(=O)c2cc(C)nc3c2c(C)nn3-c2cccc(Cl)c2C)c(C)c1
→ /, 2.7%, -2.6%, /, /, 6.6%, /, -5.5%
> Cc1c(C(c2cc3c(cc2Br)OCO3)c2c(C)n(C)n(-c3ccccc3)c2=O)c(=O)n(-c2ccccc2)n1C
→ i, 0.8%, -11.5%, -1.4%, 6.8%, -4.9%, -2.9%, -8.2%
> N#CCCN(C(=O)CSc1ccc2c(c1)OCCO2)c1ccc(F)cc1
→ -6.1%, 1.6%, ?, /, -6.0%, -2.4%, 5.2%, ?
> Cc1ccc(Sc2ccc(N3CCCC(C(=O)Nc4ccc(Cl)cc4)C3)nn2)cc1 (stereo not given)
→ /, -23.8%, 1.7%, /, /, 4.7%, /, -5.2%
> Cc1sc2nc(SCC(=O)NCCOCCO)nc(N)c2c1C
→ -10.9%, -2.2%, 3.4%, -0.7%, 16.2%, 3.2%, -8.6%, -9.1%[2.34 µM]
> O=C(Oc1ccc2c(c1)OCC2=O)c1ccc(Cl)cc1
→ 6.5%, -0.5%, ?, 10.0%, -5.6%, 10.7%, -2.0%, 1.2%
> CCCNC(=O)Cn1cccc1C(=O)c1ccccc1
→ -2.0%, 0.5%, -12.5%, -0.9%, 2.9%, -1.0%, 3.2%, -6.2%
> CCc1nc2c(c(=O)c3ccccc3n2C)c(=O)n1CCc1ccc(OC)cc1
→ 3.1%, -4.1%, ?, 2.0%, /, -6.4%, 7.1%, -0.2%
> Clc1ccc2nc(CN3CCCc4ccccc43)cn2c1
→ i, 2.5%, ?, ?, 0.9%, -5.9%, -10.4%, 12.0%
> O=C(CN1CCCC1)Nc1c2c(cc3c1CCC3)CCC2
→ -1.1%, 0.3%, -13.6%, -7.0%, 17.5%, -0.6%, 0.3%, -7.7%
> CCOc1ccc(N(C(=O)Cn2nnc3ccccc32)C(C(=O)NCc2ccccc2)c2ccc(OC)cc2)cc1 (stereo not given)
→ /, 2.6%, 6.8%, /, /, -2.3%, /, -5.8%
> O=C(C[n+]1cccc(O)c1)Nc1ccc(Br)cc1
→ -1.2%, -3.6%, 1.0%, -0.9%, 1.7%, -5.1%, -22.1%, -3.3%
> CCN(CC)CC(=O)Nc1sc(C)c(C)c1C(=O)c1ccc(C)cc1
→ i, -1.1%, -14.7%, ?, 6.0%, 5.8%, -8.1%, -11.2%
> CCOC(=O)Cn1c(=O)n(CC2CCCO2)c2nc(-c3cc(OC)ccc3OC)nc(C(N)=O)c21 (stereo not given)
→ /, ?, -1.8%, /, /, -3.7%, /, -5.0%
> COc1cc(NC(=O)c2ccco2)c(OC)cc1NC(=O)Nc1cccc(Cl)c1
→ -1.7%, -2.5%, ?, -9.9%, 3.6%, -6.7%, i, 9.1%
> COc1ccccc1N1CCN(C(=O)CSc2nc3ccccc3c(=O)n2CC2CCCO2)CC1 (stereo not given)
→ -1.3%, -3.3%, -12.7%, -8.7%, 1.2%, 4.3%, -7.0%, 2.4%
> Cn1c(C(=O)NCC2CCCO2)cc2c(=O)[nH]c3ccccc3c21 (stereo not given)
→ 0.9%, -1.6%, -6.4%, 12.4%[11.4 µM], -5.9%, -2.6%, ?, -10.4%
> CCOc1ccc2nc(NC(=O)C3CCCN(S(=O)(=O)c4cccs4)C3)sc2c1 (stereo not given)
→ -6.4%, -3.0%, 7.2%, /, 0.1%, -6.0%, 1.4%, ?
> O=C(NC1CC1)c1cc(F)c(F)cc1Cl
→ -0.9%, -0.8%, 3.7%, /, -3.0%, 4.9%, -0.8%, 2.2%
> Cc1ccc(Cl)cc1N1CCN(C(=O)C2CCC(=O)N2C(C)C)CC1 (stereo not given)
→ -14.0%, -0.3%, -10.0%, 0.1%, 3.6%, 3.0%, -8.6%, -4.2%
> CS(=O)(=O)N(CC(=O)Nc1ccccc1)c1cccc(Cl)c1Cl
→ i, -2.3%, 2.1%, -6.0%, 8.4%, 2.3%, -9.4%, -10.3%
> CCN(CC)C(=O)Cn1cc(SCC(=O)Nc2ccc(C)cc2)c2ccccc21
→ /, -2.0%, -6.2%, /, /, -10.1%, /, 7.6%
> Cc1nc2nncn2c(Nc2ccc(F)cc2)c1C
→ /, -1.4%, 3.7%, /, /, -9.4%, /, 5.3%
> COc1cccc(NC(=O)Cn2cnc3sc(C)c(S(=O)(=O)N4CCN(C)CC4)c3c2=O)c1
→ -0.7%, -1.3%, -2.2%, 4.7%, -4.4%, -4.0%, 2.2%, -0.4%
> O=C(CCCOc1ccc(Cl)cc1Cl)N/N=C/c1ccccc1O
→ -11.0%, 31.6µM*[quencher], 0.8%, 56.0%[activator], -6.3%, -15.9%[53 µM], 2.4%, 6.1%
> COc1ccc(C2(C(=O)NCCCN3CCOCC3)CCOCC2)cc1
→ -8.3%, -0.3%, -6.8%, 3.1%, /, -2.4%, 0.7%, 2.9%
> CC1CSc2nnc(CCc3ccccc3)n21 (stereo not given)
→ -5.8%, -2.0%, -8.6%, /, 4.2%, -2.0%, -0.8%, -6.1%
> NNC(=O)c1csc(-c2ncc(C(F)(F)F)cc2Cl)n1
→ -13.1%, 0.4%, -16.4%, -1.2%, 7.6%, -1.9%, 12.4%, -1.1%
> O=C(NCc1ccccn1)c1nn(-c2ccccc2)c(=O)c2ccccc12
→ 0.0%, -0.9%, 6.3%, -2.6%, 3.2%, -1.4%, 1.7%, -0.6%
> COc1ccc2c(c1)c(N1CCCC1=O)c(C(=O)Nc1cc(C)c(Cl)cc1OC)n2C
→ /, -3.2%, ?, /, /, 2.6%, /, 7.6%
> CCCSC1=N/C(=C\c2ccsc2)C(=O)S1
→ i, 0.6%, -13.3%, 4.0%, 4.9%, -13.7%, -6.7%, -7.7%
> Cc1ccc(O)c(-c2cc(C(=O)NCc3ccccc3)[nH]n2)c1
→ 2.9%, -4.0%, 3.2%, -0.3%, 6.3%, -0.5%, 0.7%, -6.3%
> CC(=O)c1sc(-c2ccccc2Cl)nc1C
→ i, 0.4%, 0.4%, 5.1%, 8.2%, 5.1%, 15.7%, -3.1%
> CCOC(=O)c1sc(N(C)C(C)=O)nc1C
→ -6.1%, 2.3%, -6.6%, -3.6%, 7.8%, 0.8%, 4.3%, -2.4%
> CS(=O)(=O)n1nc(-c2ccccc2)nc1N
→ -14.4%, 0.0%, -0.5%, /, 1.5%, -1.2%, 0.0%, 0.9%
> CCn1c(SC/C=C/c2ccccc2)nnc1-c1cccs1
→ -1.9%, -2.7%, -16.4%, -3.8%, -3.7%, -4.7%, 1.0%, 3.8%
> O=C(CS(=O)CC(=O)N(c1ccccc1)C(C(=O)NC1CCCC1)c1cccs1)Nc1ccc(F)cc1 (stereo not given)
→ -1.0%, 0.2%, -2.8%, 6.9%, 5.5%, 3.3%, 5.1%, ?
> CC(=O)Nc1ccccc1C(=O)N1CCc2ccccc21
→ -12.1%, 2.4%, -9.4%, -3.4%, -8.2%, 5.5%, 4.7%, 7.3%
> Cc1cc(=O)oc2cc(OCC(=O)Nc3c(C(C)C)cccc3C(C)C)ccc12
→ /, -14.8%, -9.7%, /, /, 2.1%, /, 0.7%
> Cn1c(COc2ccccc2)nnc1SCc1cc(=O)[nH]c2ccccc12
→ -7.0%, 4.2%, 4.6%, -1.9%, -13.2%, -17.1%, 1.7%, 6.6%
> CSc1nnc(-c2ccccc2N=Cc2c(C)[nH]n(-c3ccc4ccccc4c3)c2=O)c(=O)[nH]1
→ -2.4%, -5.4%, 22.4µM*, -6.3%, 9.3%, 1.8%, 8.0%, -3.1%
> Fc1cc2nccnc2cc1N1CCSCC1
→ -11.5%, -2.1%, 2.9%, -10.4%, 4.0%, -6.3%, -2.6%, 3.4%
> CCC(=O)c1ccc(N2CCN(C(=O)COc3ccc(F)cc3)CC2)c(F)c1
→ -8.8%, 1.4%, ?, -0.1%, 13.5%, 0.2%, -5.1%, -3.0%
> CC1=C(C(=O)Nc2ccccc2)C(c2ccc(C)o2)n2c(s/c(=C\c3ccco3)c2=O)=N1 (stereo not given)
→ ?, 3.7%, 12.6µM*, /, 73.2%[activator], -0.7%, -28.6%, ?
> CCCCOC(=O)n1c(SCC(=O)N(CC)CC)nc2ccccc21
→ -3.7%, -1.1%, ?, 6.0%, 15.9%, 0.9%, 2.7%, 9.6%
> COc1ccc(C(=O)Nc2ccc(C)cc2C(=O)c2ccccc2)cc1
→ -12.9%, 0.5%, -12.2%, -8.8%, 5.5%, -19.9%, -4.6%, -11.8%
> COc1cc(NC(=O)CSc2nnc(-c3ccncc3)n2C2CCCCC2)ccc1NC(=O)c1ccco1
→ -3.3%, -3.8%, ?, /, 13.9%, -0.1%, 5.8%, 9.4%
> CC1(C)CC(=O)c2cn3c(nc2C1)nc1ccccc13
→ -2.7%, 0.6%, -6.4%, /, 5.1%, 5.3%, ?, -14.4%
> COC(=O)C1=C(CSCc2ccccc2)NC(=O)NC1c1cc(C)ccc1C (stereo not given)
→ -1.0%, -5.9%, -6.7%, -1.6%, 4.5%, 7.2%, 23.6%, 0.3%
> C=CC[n+]1ccn(-c2nc3ccccc3nc2[N-]S(=O)(=O)c2cccs2)c1
→ 0.2%, 2.7%, -0.5%, 8.6%, -2.6%, 5.3%, ?, -6.2%
> O=C(CN(c1ccccc1)S(=O)(=O)c1ccccc1)NCCSc1nc2ccccc2s1
→ -11.4%, 2.9%, -13.0%, -5.5%, -12.0%, -4.2%, -1.4%, 2.9%
